# CRFR2-BP antag: antagonists of CRF-binding protein/CRF-R2 receptor complex; HEK293 CRF-R2/CRF-BP, CRF-induced calcium fluorescence; inhibition, % at 11.8 µM; actives 0.59% (n = 350,000);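 active means inhibition of the ligand-induced calcium signal above about 50% at the single tested concentration, limit read from the data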
# GalR3 antagonist: blocks the human galanin receptor 3; actives 0.44% (n = 360,000); inhibition, % at 3 µM; HEK293 GalR3-CNG cAMP membrane potential fluorescence; galR3 body fused to GalR1 C-terminus; O60755;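 active means inhibition above the screen-wide average plus 3 SD, cut at about 13% in these data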;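 further: forskolin and galanin both at EC90 stimulate the cells; cAMP rise reported by CNG channel membrane potential dye signal; 0% = forskolin plus galanin with DMSO and 100% = forskolin alone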
# Target sequence (O60755 1-299 limits assumed): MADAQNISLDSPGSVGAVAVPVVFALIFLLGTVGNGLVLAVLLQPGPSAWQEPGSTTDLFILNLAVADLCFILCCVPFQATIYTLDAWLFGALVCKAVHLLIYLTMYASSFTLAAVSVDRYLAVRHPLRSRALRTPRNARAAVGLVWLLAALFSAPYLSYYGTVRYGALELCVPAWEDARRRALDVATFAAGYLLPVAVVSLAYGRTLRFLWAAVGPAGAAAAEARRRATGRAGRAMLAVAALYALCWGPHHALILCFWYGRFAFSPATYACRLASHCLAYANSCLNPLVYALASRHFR
# CRFBP-R2 agonist: agonists of human CRF-binding protein/CRF-R2 receptor complex | HEK293 CRF-R2/CRF-BP, calcium dye fluorescence (FLIPR); percent of saturating CRF peptide response | actives 0.46% (n = 350,000) | activation, % at 13.2 µM;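 active means activation of at least 50%, plus an integration ratio under a set limit after plate pattern correction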;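 further: plate controls were neutral control wells without compound for no effect and CRF at EC100 for full effect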
# An asterisk follows results filed as active. Not all compounds are listed; rates above refer to the full screens.
SMILES,CRFR2-BP antag,GalR3 antagonist,CRFBP-R2 agonist
O=C(COC(=O)c1cccnc1Cl)NC1CCCc2ccccc21 (centres undefined),-1,-4,0.1
Cc1cc(C)cc(OCC(=O)OCC(=O)N2CCc3ccccc32)c1,4,-5,0.0
CCOC(=O)c1ccccc1NC(=O)COC(=O)c1ccccc1C(=O)N(C)c1ccccc1,18,-4,-0.6
COc1ccccc1CN1CC(C(=O)NCCCCc2ccccn2)CCC1=O (centres undefined),-3,-6,0.2
Cc1ccc(OCCCCCCN2CCNCC2)c(Br)c1,-12,-3,4.2
C1N2CN3CN1CN(C2)C3,-6,7,1.3
CCN(CC(=O)Nc1ccccc1C(F)(F)F)C(=O)C1CCN(C(=O)Nc2ccccc2)CC1,-3,1,-0.6
O=C(OCCOc1ccccc1)c1cc(S(=O)(=O)N2CCOCC2)c(Cl)cc1Cl,1,-6,4.8
NC(=O)c1ccc(NC(=O)CSc2nnc(-c3ccc4c(c3)OCO4)o2)cc1,6,0,-0.4
COC(=O)C[C@@H]1C[C@H]2c3cc(NS(C)(=O)=O)ccc3O[C@H]2[C@H](CO)O1,-18,-7,1.2
O=C(O)c1cccc(OS(=O)(=O)c2cc(Br)ccc2Br)c1,-3,3,-0.5
Cc1cn([C@H]2C[C@H](O)[C@@H](CNC(=O)[C@H](N)Cc3cscn3)O2)c(=O)[nH]c1=O,3,-7,5.2
O=C(Cc1ccc(S(=O)(=O)N2CCOCC2)s1)N1CCN(S(=O)(=O)c2ccc(Cl)cc2)CC1,1,-6,0.0
COc1ccc(-c2ccc3c(c2)S(=O)(=O)c2cccc(C(=O)NCc4ccccc4Cl)c2C3=O)cc1OC,0,-2,-1.0
O=C(COc1ccc(Cl)cc1Cl)Nc1cccc(-c2ccc(N3CCOCC3)nn2)c1,1,0,3.5
O=C(c1cnn(C(=O)CN2CCCC2=O)c1)c1ccccc1O,6,-3,-1.7
CCOC(=O)C1CCCN(c2nc3ccccc3nc2NS(=O)(=O)c2ccc(C)cc2)C1 (centres undefined),25,-4,-1.2
COc1ccccc1C1NC(=O)NC(C)=C1C(=O)OCC1CCCCC1 (centres undefined),-8,-4,-1.6
CCN(CC(=O)Nc1c(F)cccc1F)C(=O)Cc1ccc(S(=O)(=O)N2CCOCC2)s1,-2,-2,1.7
CC1=C(C(=O)N2CCOCC2)CC(CC(=O)NCC2CCCCC2)C(=O)N1CCC1=CCCCC1 (centres undefined),-5,-2,-1.0
C[C@@H]1CN([C@H](C)CO)C(=O)CCCn2cc(nn2)CO[C@H]1CN(C)S(=O)(=O)c1ccc2ccccc2c1,1,-6,1.2
CC(C)CN(C(=O)COC(=O)CCCc1nc2ccccc2s1)c1c(N)n(Cc2ccccc2)c(=O)[nH]c1=O,-1,-2,1.6
C=CCN(c1ccccc1)S(=O)(=O)c1cccc(C(=O)NC2CCC(O)CC2)c1 (centres undefined),-8,2,0.4
C[C@H](CO)N1C[C@H](C)[C@@H](CN(C)CC2CCCCC2)Oc2ccc(NS(C)(=O)=O)cc2C1=O,-1,-3,-0.7
C=C[C@@H]1c2ccccc2N(S(=O)(=O)c2ccc(C)cc2)[C@H](c2ccccc2C(F)(F)F)C1(C#N)C#N,-3,-5,1.9
C/C(=N/NC(=O)c1ccc(C(C)(C)C)cc1)c1cccnc1,-13,-7,-1.9
COc1ccc([C@H]2CC(=O)C=C(c3ccccc3OC)C2)cc1OC,0,-8,-1.4
COc1ccc(NS(=O)(=O)c2ccc(C)c(C(=O)N(C)CCc3ccc(OC)c(OC)c3)c2)cc1,-2,-3,0.5
COc1ccc(-c2oc(=O)c3cc(OC)c(OC)cc3c2C#CC2(O)CCCCC2)cc1,4,-2,3.3
O=C(C[C@H]1C/C=C/CC[C@@H](Cc2ccc(F)cc2)C(=O)O[C@@H](c2ccccc2)CNC1=O)NCCO,3,-4,1.7

# Entries of single compounds from above:
# CCOC(=O)C1CCCN(c2nc3ccccc3nc2NS(=O)(=O)c2ccc(C)cc2)C1 (centres undefined) is listed as CRFR2-BP antag = 25; GalR3 antagonist = -4; CRFBP-R2 agonist = -1.2
# C/C(=N/NC(=O)c1ccc(C(C)(C)C)cc1)c1cccnc1 is listed as CRFR2-BP antag = -13; GalR3 antagonist = -7; CRFBP-R2 agonist = -1.9
# CC1=C(C(=O)N2CCOCC2)CC(CC(=O)NCC2CCCCC2)C(=O)N1CCC1=CCCCC1 (centres undefined) is listed as CRFR2-BP antag = -5; GalR3 antagonist = -2; CRFBP-R2 agonist = -1.0

# (list continues)
SMILES,CRFR2-BP antag,GalR3 antagonist,CRFBP-R2 agonist
CCOc1ccc2oc(C(=O)Nc3ccc(C)cn3)c(C)c2c1,-5,-9,0.1
CC(C)(C)c1nc(-c2ccccc2)nc2c1OCCC2,-1,-5,2.1
CCOC(=O)C1CCN(C(=O)COC(=O)c2c(C)c(CC)nc3ccccc23)CC1,4,-6,0.3
CC1CCC(C#N)(N(C)C(=O)CSc2nnc(C3CC3)n2C2CC2)CC1 (centres undefined),15,-1,-0.9
COc1ccccc1CN1CC(C(=O)N(C)CCc2ccccn2)CCC1=O (centres undefined),3,-2,0.2
CC(C)c1ccc(NC(=O)COC(=O)[C@@H]2CCCN2C(=O)c2cccs2)cc1,1,-9,-1.0
CN(C(=O)c1ccc(NC(=O)Cc2cccc(NC(=O)C3CCCN(C(=O)CCc4ccccc4)C3)c2)cc1)C1CC1 (centres undefined),15,-8,-1.1
COc1ccc(OC)c(C(=O)COC(=O)c2[nH]c(C)c(C(C)=O)c2C)c1,-5,-3,0.2
CS(=O)(=O)c1ccc(C(=O)Nc2ccc(S(=O)(=O)N3CCCCC3)cc2)cc1,3,-5,-0.2
O=C(COc1ccc(-c2ccccc2)cc1)Nc1cccnc1,4,-7,0.5
O=C(COc1ccccc1F)OCC(=O)c1ccc([N+](=O)[O-])cc1,14,-5,-0.4
Cc1ccc(NC(=O)CN2CCN(C(=O)C3CC3)CC2)c(F)c1,-16,-6,-0.7
CCOc1ccc(-c2cccc(NS(=O)(=O)c3cc([N+](=O)[O-])ccc3Cl)c2)nn1,0,-5,-3.6
O=C(NCc1ccccc1CN1CCCC1)C1CCN(S(=O)(=O)c2ccc(Cl)cc2)CC1,-1,-1,-0.9
O=C1CC(c2ccccc2)CC(=O)N1c1ccc(C(F)(F)F)cc1,-1,-6,1.2
CC(=O)NC(CCc1ccc(Cl)c(Cl)c1)c1cccc(O)c(=O)c1 (centres undefined),-20,6,1.0
CCCSc1ccc([C@@H]2[C@H]3C(=O)N(CC)C(=O)[C@H]3[C@]3(C(=O)OC)CCCCN23)cc1OC,1,1,0.4
COc1ccccc1CC1CC(=O)N(c2ccc([N+](=O)[O-])cc2)C1=O (centres undefined),-7,-8,0.5
COc1cc2cc(CCCOC(=O)c3ccco3)oc(=O)c2cc1OC,-1,-5,-0.5
CNc1ccccc1,3,0,-1.1
CC(Oc1cccc(Cl)c1)C(=O)NNC(=O)c1cccnc1 (centres undefined),68*,-1,3.8
CCN(CC(=O)NCc1ccc(F)cc1)S(=O)(=O)c1ccc(Cl)s1,-4,-7,0.3
COc1ccc(CCNC(=O)CSCC(=O)Nc2cc(S(C)(=O)=O)ccc2Cl)cc1,-12,-1,-3.2
CN(C(=O)CSc1nnc(C2CC2)n1C1CC1)C1(C#N)CCCCC1,-2,-5,-0.7
Oc1ccccc1C=NNC(=S)Nc1ccc(F)cc1,8,-5,-0.6
CC(NC(=O)c1ccco1)C(=O)O (centres undefined),1,-7,-0.3
O=C(COC(=O)c1ccc[nH]c1=O)Nc1ccc(N2CCCCC2)cc1,-7,-2,-0.5
COc1ccc(NS(=O)(=O)c2cc(NS(=O)(=O)c3cccs3)ccc2C)cc1,9,-6,1.0
Cn1c(SCC(=O)NNC(=O)c2ccccc2Br)nnc1C(F)(F)F,-1,-6,2.4
COc1ccc(CCNC(=O)c2ccc(Cl)c(S(=O)(=O)N3CCCC3)c2)cc1,0,-3,-0.1

# Printed as active in CRFR2-BP antag, among the entries above:
SMILES,CRFR2-BP antag,GalR3 antagonist,CRFBP-R2 agonist
CC(Oc1cccc(Cl)c1)C(=O)NNC(=O)c1cccnc1 (centres undefined),68*,-1,3.8

# Next section:
SMILES,CRFR2-BP antag,GalR3 antagonist,CRFBP-R2 agonist
O=C(COC(=O)/C=C/c1ccco1)NCCN1C(=O)CSC1=O,11,-4,7.6
NS(=O)(=O)c1ccc(CCNC(=O)CCNS(=O)(=O)c2ccccc2C(F)(F)F)cc1,1,2,-0.3
CCCn1cnc2c(SCc3ccccc3Cl)nc(N)nc21,7,0,-3.8
CCN(C(=O)CN1C(=O)NC(c2ccccc2)(c2ccc(C)c(C)c2)C1=O)C1CCS(=O)(=O)C1 (centres undefined),-10,11,2.4
CCN(CC)S(=O)(=O)c1ccc(N=Nc2cc(C)cc(Br)c2O)cc1,7,2,-0.1
CC1=C(C(=O)N2CCOCC2)CC(CC(=O)NCCCCc2ccccc2)C(=O)N1Cc1ccc(C(C)(C)C)cc1 (centres undefined),10,-1,0.0
O=C(CN1C(=O)c2ccc([N+](=O)[O-])cc2C1=O)Nc1ccccc1N1CCCC1,4,-2,-0.6
CCOc1ccc(NC(=O)CN(C)C(=O)c2ccccc2OCc2cccc(C)c2)cc1OCC,-5,-3,-1.7
COc1cc(F)cc(-c2ccc3c(c2)c(-c2cccs2)c(-c2cc(OC)cc(OC)c2)n3C)c1,-18,-8,14
NS(=O)(=O)c1ccc(CCNC(=O)c2ccc3nccnc3c2)cc1,5,-5,-1.4
CCN(CC(=O)Nc1c(F)cccc1F)C(=O)c1nc2nc(C)cc(C)n2n1,-4,-2,-1.3
Cc1cccc(-c2nc(CCNC(=O)c3ccco3)cs2)c1,15,-9,-0.4
C/C(=N/Nc1ccnc2cc(Cl)ccc12)c1ccc(O)cc1,-6,0,0.5
COc1cc2cc(CCCOC(=O)c3ccc(C#N)cc3)oc(=O)c2cc1OC,-6,1,-2.0
COc1ccc(-c2sc3ccc(N4CCOCC4)cc3c2C#CCCO)cc1,-8,-2,-0.3
CC(C)N1CCN(C(=O)c2ccc(NC(=O)c3ccc(Br)o3)cc2)CC1,-1,-5,0.8
CN(CC(=O)Nc1cccc(F)c1)C(=O)c1cc(-c2cccs2)nn1-c1ccccc1,2,-6,3.9
O=C(NCCS(=O)(=O)NCc1ccc(F)cc1)c1ccccc1,10,-2,-1.8
O=C1C=CC(=O)N1c1ccccn1,8,-4,-0.7
CCCCn1c(N)c(N(C(=O)CSc2nnnn2-c2ccccc2)C2CCCC2)c(=O)[nH]c1=O,4,-5,-0.9
O=C1c2cccc3cccc(c23)C(=O)C1(O)O,2,-3,-1.4
C[C@@H]1CN([C@H](C)CO)C(=O)c2cccc(NS(=O)(=O)c3ccccc3)c2O[C@H]1CN(C)C,11,-6,3.8
Cc1ccnc(N=O)c1,7,-3,-4.2
CN(CC(=O)Nc1ccc(Cl)cc1)CC(=O)N1CCc2ccccc21,6,-2,0.9
CCC(Oc1ccccc1)C(=O)OCC(=O)Nc1c(C)nn(-c2ccccc2)c1C (centres undefined),1,-6,-2.5
COc1ccc2sc(-c3ccccc3OC)c(-c3ccc(OC)nc3)c2c1,2,-2,0.8
Cc1ccc(NC(=O)COC(=O)Cc2ccccc2)cc1S(=O)(=O)N1CCOCC1,-20,-2,0.1
COc1ccc(C2=CC(=O)C[C@H](c3ccc(F)cc3)C2)c(F)c1F,-2,-2,5.4
O=C(Cc1c(F)cccc1Cl)OCC(=O)N1CCc2ccccc21,8,1,1.8
COC(=O)C(C(=O)OC)C(CC(=O)c1ccc(Br)cc1)c1ccccc1 (centres undefined),14,-5,1.5

# Exported as tab-separated lines: five of the compounds above.
SMILES	CRFR2-BP antag	GalR3 antagonist	CRFBP-R2 agonist
Cc1ccnc(N=O)c1	7	-3	-4.2
CC(C)N1CCN(C(=O)c2ccc(NC(=O)c3ccc(Br)o3)cc2)CC1	-1	-5	0.8
O=C(Cc1c(F)cccc1Cl)OCC(=O)N1CCc2ccccc21	8	1	1.8
C[C@@H]1CN([C@H](C)CO)C(=O)c2cccc(NS(=O)(=O)c3ccccc3)c2O[C@H]1CN(C)C	11	-6	3.8
CCCCn1c(N)c(N(C(=O)CSc2nnnn2-c2ccccc2)C2CCCC2)c(=O)[nH]c1=O	4	-5	-0.9

# Going on with the list.
SMILES,CRFR2-BP antag,GalR3 antagonist,CRFBP-R2 agonist
CCN(C[C@H]1N[C@@](CC)(C(=O)OC)[C@H]2C(=O)N(Cc3ccccc3)C(=O)[C@@H]12)S(=O)(=O)c1ccc(OC(F)(F)F)cc1,-18,-8,0.9
CC(=O)c1ccc(S(=O)(=O)N2CCN(C(=O)c3ccc(-n4cncn4)c([N+](=O)[O-])c3)CC2)cc1,2,-2,0.2
Cc1ccc(S(=O)(=O)N2C[C@H]3[C@H]4C(=O)N(c5ccccc5)C(=O)[C@H]4C[C@H](OC(=O)NCc4ccccc4)[C@@]3(O)C2)cc1,4,-7,4.2
CCN(CC)C(=O)C1=C(C)N(CCCOC)C(=O)C(CC(=O)NC(c2ccccc2)c2ccccc2)C1 (centres undefined),0,-3,-1.2
Cc1cc(F)ccc1S(=O)(=O)N1CCCCC1CCNC(=O)C(=O)NCCN1CCOCC1 (centres undefined),-7,4,-0.8
COc1ccc(OC)c(-c2nnc3n2N=C(c2ccc(OC)c(OC4CCCC4)c2)CS3)c1,31,1,-3.6
Cc1ccc(CNC(=O)c2cc(S(=O)(=O)N3CCCCC3)ccc2N2CCOCC2)cc1,7,-5,-1.4
Nc1ncnc2c1ncn2[C@@H]1O[C@H](CNC(=O)[C@@H]2C[C@H](F)CN2)[C@@H](O)[C@H]1O,2,3,2.9
COc1ccc2oc(C(=O)OCC(=O)N3CCN(c4ccccc4)CC3)c(C)c2c1,1,-2,0.5

# Compound activity (PubChem BioAssay)
